Screening results from PubChem BioAssay.
pPAFAH inh: pPAFAH enzyme inhibitors, primary screen, biochemical, fluorescence polarization, human. Platelet-activating factor acetylhydrolase (Homo sapiens), Q13093. recombinant pPAFAH, FP-rhodamine probe fluorescence polarization. inhibition, % at 3.39 µM. hit rate 1.5% among 330,000. AID 463082, 2010;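 active = inhibition above the mean inhibition across the screen plus 3 SD, cut at about 25% in these data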;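 note: inhibitors block binding of the rhodamine activity-based probe so polarization drops; 0% = enzyme with DMSO and 100% = wells lacking pPAFAH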
ZTA DNA inh: blocks Epstein-Barr virus ZTA, an EBNA-1 counter-screen; ZTA-DNA binding, fluorescence polarization; inhibition, % at 11 µM; hit rate 0.15% among 320,000; AID 2234; in the data active = inhibition above about 33%
LYPLA2 counter: LYPLA2 inhibitors, primary screen, counter-screen for PME1 inhibitor project, biochemical, fluorescence polarization, FP-Rh probe ABPP. Acyl-protein thioesterase 2 (Homo sapiens), O95372. recombinant LYPLA2. inhibition, % at 5.9 µM. hit rate 0.38% among 320,000;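 active = inhibition above the screen-wide mean plus 3 SD, limit set per campaign, cut at about 26% in these data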;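 note: 0% = LYPLA2 with DMSO and 100% = wells lacking LYPLA2 enzyme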
Target sequence (O95372 whole entry, looked up): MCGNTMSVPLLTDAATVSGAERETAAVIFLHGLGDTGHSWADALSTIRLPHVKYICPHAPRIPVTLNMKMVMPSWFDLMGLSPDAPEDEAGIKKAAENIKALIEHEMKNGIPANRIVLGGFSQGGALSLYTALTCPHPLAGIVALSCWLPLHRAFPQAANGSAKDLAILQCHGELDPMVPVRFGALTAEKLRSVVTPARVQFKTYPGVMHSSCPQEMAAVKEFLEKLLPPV
PAFAH2 FP inh: PAFAH2 enzyme inhibitors, primary screen, biochemical, fluorescence polarization, human; hit rate 0.99% among 340,000; recombinant PAFAH2, FP-rhodamine activity probe; Platelet-activating factor acetylhydrolase 2, cytoplasmic (Homo sapiens), Q99487; inhibition, % at 3.39 µM;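 active = inhibition above the mean over all tested compounds plus 3 SD, cut at about 30% in these data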;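 note: inhibitors block probe labeling of enzyme so polarization drops; 0% = enzyme with DMSO and 100% = wells lacking PAFAH2 protein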
EBNA-1 inh: EBNA-1 DNA-binding inhibitors, primary screen, biochemical, fluorescence polarization; inhibition, % at 14.8 µM; hit rate 0.34% among 300,000; in the data active = inhibition above about 28%
PAFAH1B3 inh: PAFAH1B3 enzyme inhibitors, primary screen, biochemical, fluorescence polarization, human; Platelet-activating factor acetylhydrolase IB subunit alpha1 (Homo sapiens), Q15102; recombinant PAFAH1B3, FP-rhodamine probe; inhibition, % at 3.39 µM; hit rate 0.28% among 340,000;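 active = inhibition above the screen-wide average of all tested compounds plus 3 SD, cut at about 25% in these data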;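 note: 0% = enzyme with DMSO only and 100% = wells lacking PAFAH1B3 protein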
Target sequence (Q15102 whole entry, looked up): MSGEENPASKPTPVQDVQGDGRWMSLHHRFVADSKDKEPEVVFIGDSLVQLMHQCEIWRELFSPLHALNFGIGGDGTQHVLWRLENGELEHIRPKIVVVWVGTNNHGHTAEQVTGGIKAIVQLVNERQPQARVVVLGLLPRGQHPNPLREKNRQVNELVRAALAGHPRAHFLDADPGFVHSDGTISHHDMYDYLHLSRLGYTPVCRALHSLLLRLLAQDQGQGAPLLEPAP
LYPLA1 counter: LYPLA1 inhibitors, primary screen, counter-screen for PME1 inhibitor project, biochemical, fluorescence polarization, FP-Rh probe ABPP. recombinant LYPLA1. hit rate 0.16% among 320,000. AID 2174, 2009. inhibition, % at 5.9 µM. Acyl-protein thioesterase 1 (Homo sapiens), O75608;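 active = inhibition above the mean of all tested compounds plus 3 SD, set per campaign, cut at about 14% in these data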;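 note: inhibitors block serine hydrolase probe labeling of LYPLA1 so polarization falls; 0% = enzyme with DMSO and 100% = wells lacking LYPLA1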
Target sequence (O75608 whole entry, looked up): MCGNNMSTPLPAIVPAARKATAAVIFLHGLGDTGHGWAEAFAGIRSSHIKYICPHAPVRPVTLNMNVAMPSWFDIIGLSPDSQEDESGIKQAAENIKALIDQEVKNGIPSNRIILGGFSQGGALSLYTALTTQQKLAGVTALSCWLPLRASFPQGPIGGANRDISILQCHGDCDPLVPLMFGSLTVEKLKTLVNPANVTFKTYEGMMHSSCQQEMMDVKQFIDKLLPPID
PREPL inh: PREPL enzyme inhibitors, primary screen, biochemical, fluorescence polarization. Prolyl endopeptidase-like (Homo sapiens), Q4J6C6. recombinant PREPL, fluorescence polarization activity-based probe. inhibition, % at 5.96 µM. hit rate 0.68% among 320,000; in the data active = inhibition above about 43%;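 note: 0% = enzyme with DMSO and 100% = wells lacking enzyme; many of its hits are not listed in these tables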
PAFAH1B2 FP inh: PAFAH1B2 enzyme inhibitors, primary screen, biochemical, fluorescence polarization, human | Platelet-activating factor acetylhydrolase IB subunit alpha2 (Homo sapiens), P68402 | recombinant PAFAH1B2, FP-rhodamine activity probe | inhibition, % at 3.39 µM | hit rate 1.2% among 340,000;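 active = inhibition above the mean of all tested compounds plus 3 SD, cut at about 24% in these data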;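 note: 0% = enzyme with DMSO and 100% = wells lacking PAFAH1B2; many of its hits are not listed in these tables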
Target sequence (P68402 whole entry, looked up): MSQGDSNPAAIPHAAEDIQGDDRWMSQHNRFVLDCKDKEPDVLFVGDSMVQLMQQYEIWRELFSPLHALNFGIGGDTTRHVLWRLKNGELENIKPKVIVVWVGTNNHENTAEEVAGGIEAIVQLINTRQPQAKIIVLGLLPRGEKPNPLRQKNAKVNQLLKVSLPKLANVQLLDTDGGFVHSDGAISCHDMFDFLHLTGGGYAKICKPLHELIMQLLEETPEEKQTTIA
Starred values were filed as active, the others as inactive; · = not tested or not shown. Only part of the results is shown; rates above refer to the full screens.

SMILES	pPAFAH inh	ZTA DNA inh	LYPLA2 counter	PAFAH2 FP inh	EBNA-1 inh	PAFAH1B3 inh	LYPLA1 counter	PREPL inh	PAFAH1B2 FP inh
COCCNC(=S)N1CCN(Cc2ccc3c(c2)OCO3)CC1	1	-4	-4	-4	13	2	2	9	-4
Cc1noc(C)c1CSCC(=O)Nc1cc(S(=O)(=O)N2CCCCC2)ccc1OC(C)C	5	4	-2	4	1	-7	2	4	0
CC(C)NC(=O)CN(Cc1ccc2c(c1)OCO2)C(=O)CCC(=O)Nc1ccccn1	4	-15	-1	-5	-4	8	-1	-1	3
N#CC(c1ccccc1)N(CCCCl)C(=O)c1ccccc1 (centres undefined)	5	-35	4	11	-10	3	6	2	3
COC(=O)c1ccccc1NC(=O)c1cc[n+](C)cc1	2	8	-3	0	6	4	0	4	7
Cc1cccc(C(=O)Nc2nnc(COc3ccccc3)s2)c1	2	19	3	1	2	9	4	-13	2
CCOC(=O)C1CCCN(S(=O)(=O)c2ccc(Cl)nc2)C1 (centres undefined)	3	7	4	4	5	2	2	-3	3
COc1ccc(CN2C(=O)C(Cc3ccccc3)Nc3ncnc(N4CCN(c5ccccc5)CC4)c32)cc1 (centres undefined)	-3	2	-6	0	-4	-5	-4	-20	0
COc1ccc2nc(NC(=O)C3CCCN(S(=O)(=O)c4cccs4)C3)sc2c1 (centres undefined)	-1	6	-23	-13	5	-2	-14	-17	1
O=C(O)CN1C(=O)N/C(=C\c2cccn2-c2ccc(P(=O)(O)O)cc2)C1=O	17	·	·	8	·	-4	·	-1	4

Compounds shown so far containing an aryl methoxy group:
SMILES	pPAFAH inh	ZTA DNA inh	LYPLA2 counter	PAFAH2 FP inh	EBNA-1 inh	PAFAH1B3 inh	LYPLA1 counter	PREPL inh	PAFAH1B2 FP inh
COc1ccc(CN2C(=O)C(Cc3ccccc3)Nc3ncnc(N4CCN(c5ccccc5)CC4)c32)cc1 (centres undefined)	-3	2	-6	0	-4	-5	-4	-20	0
COc1ccc2nc(NC(=O)C3CCCN(S(=O)(=O)c4cccs4)C3)sc2c1 (centres undefined)	-1	6	-23	-13	5	-2	-14	-17	1

Next entries follow.
SMILES	pPAFAH inh	ZTA DNA inh	LYPLA2 counter	PAFAH2 FP inh	EBNA-1 inh	PAFAH1B3 inh	LYPLA1 counter	PREPL inh	PAFAH1B2 FP inh
COCCN1Cc2cccc(C(=O)Nc3ccc(S(=O)(=O)N4CCCCCC4)cc3)c2C1=O	-4	-12	0	9	-7	6	-4	3	6
Cc1ccc2c(c1)c1c(n2CC(O)CN2CCC(C)CC2)CCCC1 (centres undefined)	5	5	2	-9	13	4	2	39	5
CCOC(=O)C1=C(C)N(C)C(=S)NC1c1ccc(Cl)cc1Cl (centres undefined)	-1	3	2	0	7	6	1	4	0
CCNc1nc(NC(C)CC)nc(ON=C(C)C)n1 (centres undefined)	2	11	3	-1	-12	3	2	8	4
O=C(O)C1CCC(CNCc2ccncc2)CC1 (centres undefined)	6	-5	-2	5	-5	7	1	6	3
CCOc1ccc2ccccc2c1C(=O)N1CCN(c2ccccc2)CC1	4	-1	2	2	10	4	-3	6	0
CCN(Cc1ccccc1)C(=O)CCS(=O)(=O)c1cc2c(cc1Cl)NC(=O)CO2	2	-13	3	0	3	-3	5	6	2
COc1ccc(CCNC(=O)C2CC(c3c(Cl)cccc3Cl)=NO2)cc1 (centres undefined)	2	12	-9	-12	10	-1	-5	-18	3
COc1ccc2c(c1)O[C@H](c1ccc3c(c1)OCO3)[C@@H](OC(=O)N[C@H]1CCCc3ccccc31)C2=O	-3	-21	-8	·	-11	·	-6	10	·
CC(=O)c1cccc(N2Cc3ccccc3C2=NC(=O)CCl)c1	4	-6	3	-1	2	6	-1	10	0
CN(C(=O)COC(=O)c1ccc[nH]c1=O)C1CCCCC1	0	16	-2	-1	3	3	-2	3	9
CCCS(=O)(=O)Nc1ccc(-c2cn3c(n2)SCC3)cc1	0	-15	2	1	-3	2	1	7	0
COC(=O)c1ccccc1NC(=O)Cn1c(=O)n(Cc2ccccc2)c(=O)c2c(C)c(C)sc21	0	-3	-7	-19	2	-4	-2	10	-1
CCCCCCN(C(=O)CCCCCN1C(=O)NC(c2ccc(-c3ccccc3)cc2)C(C(=O)OCc2ccccc2)=C1C)C(C)C(=O)NCCCC (centres undefined)	28*	4	-9	·	-1	·	-1	10	·
O=S(=O)(O)c1nc2ccccc2n1CCOc1ccccc1	-1	7	-7	-8	1	2	-2	-1	3
CC(C)N(C)CCOC(=O)c1ccccc1Cl	-7	-17	-12	-2	-8	-3	0	11	-4
CCOc1ccc(N(CC(=O)NC(C)CC)S(C)(=O)=O)cc1 (centres undefined)	1	18	5	0	0	4	-1	1	2
CC1(c2ccccc2)CC(C)(C)N(C(N)=O)c2ccccc21 (centres undefined)	0	3	-5	0	-2	2	1	6	-3
NC(N)=NC1=NC(=O)/C(=C/c2ccccc2-n2cccn2)S1	3	7	-3	1	-7	15	-2	0	1
Cc1cc(/C=N\NC(=O)CC(=O)NC2CCCCC2)c(C)n1-c1ccc(Cl)c(Cl)c1	8	-16	-2	-18	-5	1	-2	23	9
Cc1ccc(C)c(NC(=O)COC(=O)CNC(=O)c2ccccc2Cl)c1	6	5	-4	-1	5	7	-2	-1	2
COc1ccc(S(=O)(=O)NCCc2cn3cccc(C)c3n2)cc1OC	3	11	-8	-2	-3	2	-2	0	3
COCCOC(=O)C1=C(N)Oc2c(oc(CO)cc2=O)C1c1c(F)cccc1Cl (centres undefined)	-3	4	-4	3	-12	2	-2	-10	4
COc1cccc(N(C(=O)CNC(=O)c2ccco2)C(C(=O)NC2CCCC2)c2ccco2)c1 (centres undefined)	-1	-7	-1	16	-6	5	2	6	0
C=CCn1c(C)cc(C(=O)CN2C(=O)c3ccccc3C2=O)c1C	0	-8	2	11	9	1	-3	4	-1
CC(Sc1nc2ccccc2c(=O)n1C)C(=O)NC1CCCCC1C (centres undefined)	-2	10	0	-3	-5	1	2	6	4
CCN(C[C@H]1N[C@@](Cc2ccccc2)(C(=O)OC)[C@H]2C(=O)N(C)C(=O)[C@@H]12)C(=O)Nc1ccc(C(F)(F)F)cc1	1	·	·	12	·	6	·	3	4
CC1(C)CC(=O)C2=C(C1)N1C(=C(C#N)C2c2ccc(Cl)cc2)N=C(N)c2ccccc21 (centres undefined)	-6	-1	-2	5	3	9	-3	8	5
CCC(=O)N1CCc2cc(Br)cc(S(=O)(=O)CCC(=O)NCC3CCCO3)c21 (centres undefined)	5	17	-2	-11	-3	4	2	-1	1
COc1ccc(-c2ncc3ccccn23)cc1OC	3	-7	-2	-2	5	7	2	13	2
Cc1ccc(-n2ncc3c(=O)n(CC(=O)N4CCN(C(=O)c5ccco5)CC4)cnc32)cc1	0	-4	-4	4	·	5	-2	6	1
COCCN(CCOC)C(=O)C12CCC(C)(C(=O)C1)C2(C)C (centres undefined)	-3	-2	2	4	1	0	0	-1	0
O=C(O)CCCNC(=O)/C(=C\c1ccc(Cl)cc1)NC(=O)c1ccc(Br)cc1	-3	-4	0	0	-14	2	-1	3	-3
Cc1ccc(N2CCN(C(=O)CCc3nc4ccccc4[nH]3)CC2)c(C)c1	1	0	4	3	-10	1	5	-4	5
Nc1nc(SCC(=O)Nc2cccc([N+](=O)[O-])c2)n[nH]1	-3	·	·	6	·	2	·	11	2
O=[N+]([O-])c1cccc(CSC2=NCCN2S(=O)(=O)c2ccccc2)c1	1	-9	3	8	4	-3	-2	7	7
CC(=O)N(C)C1=C(N2CCOCC2)C(=O)c2ccccc2C1=O	11	-21	2	3	-12	31*	-1	4	8
CN1CCN(/N=C/c2nc(-c3cccc([N+](=O)[O-])c3)n3ccccc23)CC1	2	4	4	6	5	-4	-2	8	0
Cc1ccc(NC(=O)COC(=O)c2ccc[n+]([O-])c2)c(Br)c1	3	·	·	-2	·	4	·	1	-4
OCC[C@H]1C[C@H](O)[C@@H](O)[C@]2(Cc3ccccc3CCO2)O1	2	-7	-1	3	4	-2	-2	8	0
CCC(C)[C@H]1CNCCN1CCc1cccc(F)c1 (some centres undefined)	3	8	6	-4	4	2	-1	10	0
Cc1nc2c(c(-c3ccccc3)c1C#N)C(=O)c1ccccc1-2	3	11	-5	8	11	-6	-1	0	-2
Cc1ccccc1-n1nnnc1Sc1nnnn1-c1ccccc1	4	-1	6	-5	-22	1	-2	3	5
O=C(c1ccc(Cn2c(=S)[nH]c3cc4c(cc3c2=O)OCO4)cc1)N1CCN(c2ncccn2)CC1	2	-1	2	·	-2	·	-2	9	·
O=C1NC2(CCOc3ccccc32)C(=O)N1CC(=O)N(Cc1ccccc1)C1CCS(=O)(=O)C1 (centres undefined)	-10	4	-1	-8	-1	2	0	10	4
COc1ccc(C2/C=C\CN(CC(C)C)CC(=O)N2Cc2ccc(F)cc2)cc1 (centres undefined)	-1	-18	-1	-3	-6	6	0	-2	2
NC(=O)[C@@H]1CC2(CC(c3cccc(NC(=O)[C@H]4CCC(=O)N4)c3)=NO2)CN1C(=O)c1ccc(Cl)cc1 (some centres undefined)	-2	-5	0	1	-8	5	-1	13	4
O=C(/C=C/c1ccco1)Nc1cccc(NC(=O)/C=C/c2ccco2)n1	13	-7	-26	-10	-9	-11	-14	-9	-5
O=C(Cc1ccccc1)NNS(=O)(=O)c1ccc(F)cc1	2	-2	4	-1	6	9	-1	-2	3
COc1cccc(C(=O)NCCNC(=O)c2ccc(C)nc2)c1	-1	0	5	-2	-4	6	0	-7	-6
Next part.
SMILES	pPAFAH inh	ZTA DNA inh	LYPLA2 counter	PAFAH2 FP inh	EBNA-1 inh	PAFAH1B3 inh	LYPLA1 counter	PREPL inh	PAFAH1B2 FP inh
Fc1ccc(NC(=S)NCc2ccccc2Cl)cc1	7	-1	13	3	-8	0	2	5	-6
COC(=O)Cc1[nH]n(-c2ccccc2)c(=O)c1C(C)=Nc1ccccc1	4	-1	11	-4	3	3	1	-1	-3
COc1ccccc1CNC(=O)c1ccc2ccccc2n1	9	7	12	6	6	-4	-2	15	6
CC(O)c1nc2ccc(Cc3ccc4nc(C(C)O)[nH]c4c3)cc2[nH]1 (centres undefined)	0	7	0	13	-11	11	-2	8	7
Cc1c(OCC(=O)NCCCN2CCOCC2)ccc2c3c(c(=O)oc12)CCC3	1	-2	6	-1	2	4	2	12	6
CCOC(=O)c1sc(/N=C/C2=C(O)CC(C)(C)CC2=O)c(C(=O)OCC)c1C	11	5	1	-1	5	9	-1	-3	-4
C=CCc1c(C)nc(C)nc1N/N=C/c1ccccc1	6	10	-6	-6	-2	2	-2	-1	7
CC(O)C1CCC2C3CC[C@H]4CC(O)CCC4(C)C3CC3(OCCO3)C12C (some centres undefined)	-4	-4	5	8	6	8	4	6	-1
CCOC(=O)N1CCN(C(=O)CCn2c(=S)[nH]c3ccsc3c2=O)CC1	-4	-2	-1	6	3	-1	1	-5	2
Cc1ccc(NC(=O)C2C(=O)N(C)c3ccccc32)cc1 (centres undefined)	6	5	-1	0	-1	1	2	5	5
Cc1ccccc1CCN(C(=O)c1csnn1)C(C(=O)NC1CCCC1)c1ccncc1 (centres undefined)	2	3	4	9	1	8	7	5	3
CC1CCc2sc(C(=O)N/N=C/C3CCCCC3)cc2C1 (centres undefined)	1	11	-9	0	4	13	-9	0	1
Cc1ccc2oc(=O)c3cnn(CC(=O)N4CCc5ccccc5C4)c3c2c1	-2	25	-7	3	-2	3	2	-12	-3
